High-throughput results: PubChem BioAssay, Vanderbilt University
GIRK2 act = Activators of human GIRK2-containing channels; P48051; HEK293 GIRK2/NPY4 cells, thallium flux fluorescence; activation (% efficacy), % for hits at 37.5 µM; 34,000 tested, under 10 active; AID 1259324;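 active means primary screen hit, no activity in plain HEK293 cells, and in GIRK2-only cells above 5% efficacy rising with concentration; inactive means the rest, including fluorescent compounds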;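 further: efficacy is normalized control-subtracted fluorescence 15 s after thallium addition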
Target sequence (P48051 whole entry, looked up): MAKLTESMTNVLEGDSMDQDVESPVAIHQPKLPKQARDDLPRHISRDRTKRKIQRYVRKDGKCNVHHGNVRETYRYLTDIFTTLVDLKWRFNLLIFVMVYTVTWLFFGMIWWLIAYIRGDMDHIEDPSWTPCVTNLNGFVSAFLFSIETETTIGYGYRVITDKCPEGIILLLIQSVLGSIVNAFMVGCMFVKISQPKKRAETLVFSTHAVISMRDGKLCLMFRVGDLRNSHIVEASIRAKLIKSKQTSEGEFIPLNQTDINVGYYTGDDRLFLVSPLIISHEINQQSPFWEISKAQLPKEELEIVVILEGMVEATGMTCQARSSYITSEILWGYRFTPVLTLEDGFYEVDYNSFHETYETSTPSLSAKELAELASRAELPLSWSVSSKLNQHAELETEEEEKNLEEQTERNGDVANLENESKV
Calls only; i = inactive. Only part of the results is shown; the hit share may differ from the screen's.

SMILES | GIRK2 act
COC(=O)c1cc(-c2ccccc2)nc2c1c(-c1ccco1)nn2C1CCS(=O)(=O)C1 (configuration not stated) | i
COc1cccc(OCCn2c(C(C)NC(=O)c3ccco3)nc3ccccc32)c1 (configuration not stated) | i
O=C(CSc1ccc(NC(=O)c2cccs2)nn1)Nc1ccc(F)c(Cl)c1 | i
O=C(CN1CCC(Cn2cnc3ccccc32)CC1)NCc1ccccc1Cl | i
O=C(NCC1(c2cccs2)CCCC1)C1(c2ccccc2)CCOCC1 | i
CS(=O)(=O)N1CCN(Cc2nnnn2-c2ccc(F)cc2)CC1 | i
Cc1cccc(N2CCN(C(=O)c3csc(NS(=O)(=O)c4ccccc4)n3)CC2)c1 | i
Cc1cc(OCCn2c(CN(C)C(=O)c3ccco3)nc3ccccc32)ccc1Cl | i
COCCN1CCC(CNC(=O)C(=O)Nc2ccc3c(c2)OCO3)CC1 | i
CSc1nn(CC(=O)Nc2ccc3c(c2)OCO3)c(N)c1S(C)(=O)=O | i

Another view of part of the listing above:
Cc1cccc(N2CCN(C(=O)c3csc(NS(=O)(=O)c4ccccc4)n3)CC2)c1
  GIRK2 act = i
Cc1cc(OCCn2c(CN(C)C(=O)c3ccco3)nc3ccccc32)ccc1Cl
  GIRK2 act = i
COCCN1CCC(CNC(=O)C(=O)Nc2ccc3c(c2)OCO3)CC1
  GIRK2 act = i
CSc1nn(CC(=O)Nc2ccc3c(c2)OCO3)c(N)c1S(C)(=O)=O
  GIRK2 act = i

Other structures follow.
SMILES | GIRK2 act
Cn1nc(NC(=O)Cc2ccc(F)cc2)c2c1NC(=O)CC2c1ccco1 (configuration not stated) | i
COc1ccc(S(=O)(=O)Nc2nc(C(=O)NCCC(C)C)cs2)cc1 | i
COc1ccc(NC(=O)Cc2csc(SCC(=O)c3ccccc3)n2)cc1 | i
O=C(/C=C/c1cccs1)N1CCN(c2ccc(-c3ccco3)nn2)CC1 | i
COc1ccc(CNC(=O)Cc2csc(Nc3ccccc3)n2)cc1 | i
CC1CCN(CC(O)COC2CCCC2)CC1 (configuration not stated) | i
O=C(CSCC(O)CON=C1c2ccccc2-c2ccccc21)Nc1ccccc1 (configuration not stated) | i
Cc1ccc(S(=O)(=O)N(C)c2ccc(C(=O)Nc3ccncc3)cc2)cc1 | i
COc1ccc(C(=O)Nc2ccc3c(c2)N(C(=O)C2CCCO2)CC3)c(OC)c1OC (configuration not stated) | i
Cc1cc(C)n(CCN2CCN(S(=O)(=O)c3cc(F)cc(F)c3)CC2)n1 | i
Cc1ccoc1C(=O)NC1CC(C)(C)NC(C)(C)C1 | i
CCOc1ccc(C(O)=C2C(=O)C(=O)N(c3cc(C)on3)C2c2ccccc2)cc1 (configuration not stated) | i
O=C(Nc1ccccc1)Nc1ccc2c(c1)N(C(=O)c1ccccc1)CCC2 | i
O=C(COc1ccccc1)Nc1nnc(-c2ccc(Br)s2)o1 | i
COc1cc(NC(=O)c2ccc([N+](=O)[O-])cc2Cl)ccc1N1CCCCC1=O | i
Cc1cccc(NC(=O)c2ccc(S(=O)(=O)c3ccc(Br)cc3)nc2)c1C | i
Cc1n[nH]c(C)c1S(=O)(=O)N1CCN(c2ccc(-c3ccccn3)nn2)CC1 | i
Cn1nnc2c(Nc3cccc4ccccc34)ncnc21 | i
CCCCS(=O)(=O)NCCNc1cc(NCC)nc(C)n1 | i
CCOc1ccccc1NC(=O)NCC1(O)CCCC1 | i
COc1ccc(OC)c(-c2ccc(=O)n(CC(=O)Nc3cccc(C)c3)n2)c1 | i
O=C(CSc1nnc(CCn2ccc(=O)[nH]c2=O)o1)Nc1ccc(Cl)cc1 | i
O=c1c2sccc2nc(SCc2nc(-c3ccccc3)no2)n1Cc1ccccc1 | i
CCCCOc1ccc(-c2cc3c(=O)n(Cc4nc(-c5ccc(OC)cc5)no4)ccn3n2)cc1 | i
COc1ccc(NC(=O)/C=C/c2ccc3c(c2)OCO3)cc1N1CCCCC1=O | i
O=C(/C=C/c1cccs1)N(CCCn1ccnc1)c1nc2ccccc2s1 | i
CCNC(=O)C1Cc2ccccc2N1C(=O)COc1cccc2c1OC(C)(C)C2 (configuration not stated) | i
COCCNS(=O)(=O)c1ccc(C(C)(C)C)cc1 | i
O=C(NCc1ccccc1)C(=O)NCC1(O)CCCC1 | i
COc1ccc(S(=O)(=O)CCCC(=O)Nc2sc3c(c2C(N)=O)CCCCC3)cc1 | i
COc1ccc(S(=O)(=O)Nc2nc(CCC(=O)NCc3ccc(F)cc3)cs2)cc1 | i
COc1cccc(NC(=O)C(C)N2C(=O)c3ccccc3S2(=O)=O)c1 (configuration not stated) | i
Cc1nnsc1C(=O)N1CCC(CNS(=O)(=O)c2cccnc2)CC1 | i
Cc1ccc(-n2ncc3c(=O)n(NC(=O)c4cccc(Cl)c4)cnc32)cc1 | i
Nc1c(C(=O)NCc2ccccc2)nnn1-c1cccc(Cl)c1 | i
COc1ccc(-c2nc(S(=O)(=O)c3ccc(F)cc3)c(NCc3cccnc3)o2)cc1 | i
O=C(NCCc1ccccc1)C(=O)NCCN1CCC(c2cccs2)CC1 | i
COc1ccc(-c2nnc(NC(=O)c3cccc(C(F)(F)F)c3)o2)cc1OC | i
Clc1ccccc1-n1ncc2c1ncn1nc(-c3ccncc3)nc21 | i
O=C(CN1C(=O)c2ccccc2S1(=O)=O)Nc1ncccn1 | i
NC(=O)C1Cc2ccccc2N1C(=O)c1cc(Br)ccc1Cl (configuration not stated) | i
Cc1nc2c(sc3ccccc32)c(=O)n1CC(=O)Nc1ccc(Br)cc1F | i
CNC(=O)C1Cc2ccccc2N1C(=O)c1ccccc1OC (configuration not stated) | i
Cn1cccc1CN(C(=O)c1c(F)cccc1F)C1CC1 | i
COc1ccc(S(=O)(=O)CCC(=O)Nc2nc3ccc4sc(C)nc4c3s2)cc1 | i
Cc1ccc(-c2ncc3c(SCC(=O)Nc4ccc(C(C)C)cc4)ncnc3n2)cc1 | i
CCc1ccc(S(=O)(=O)NCC2CCN(Cc3cccs3)CC2)s1 | i
CCCN1C(=O)NC2(CCN(C(=O)CCCc3ccccc3)CC2)C1=O | i
O=C(NCC(O)(c1ccco1)C1CC1)c1cc(Cl)ccc1Cl (configuration not stated) | i
Cc1cc(C(=O)NCCc2csc(-c3ccc(F)cc3)n2)c(C)o1 | i
Next part:
SMILES | GIRK2 act
COc1ccc(NS(=O)(=O)c2ccc([N+](=O)[O-])cc2)cc1N1CCCCC1=O | i
Cn1cccc1C(O)CNC(=O)C(=O)Nc1ccc(C(F)(F)F)cc1 (configuration not stated) | i
COC(=O)c1ccccc1NC(=O)c1ccc(=O)n(Cc2c(F)cccc2Cl)c1 | i
CS(=O)(=O)N1CCC(C(=O)N(Cc2ccsc2)Cc2ccccn2)CC1 | i
CC(C)(C)c1ccc(NC(=O)NC2CNC(=O)C2)cc1 (configuration not stated) | i
Cc1c(C(=O)N2CCCCC2)c(C(F)(F)F)nn1C1CCCN(C(C)C)C1 (configuration not stated) | i
O=C(COc1ccccc1)N1CCN(c2ccc(Nc3ccncc3)nn2)CC1 | i
O=C(NCCCn1nc(-c2ccc(F)cc2)ccc1=O)c1c(F)cccc1F | i
COCc1c(C(=O)Nc2ccc(NC(C)=O)cc2)nnn1-c1cc(C)cc(C)c1 | i
CC(C)(C)NC(=O)C(=O)NCC1CCN(Cc2cccs2)CC1 | i
COc1ccc(N2C(=O)NC3CC2(C)Oc2ccc(OC)cc23)cc1 (configuration not stated) | i
Cc1ccccc1N1CC(c2nc3ccccc3n2CC(=O)NC(C)C)CC1=O (configuration not stated) | i
Cc1cc(C)n(CCNC(=O)CNC(=O)c2c[nH]c3ccccc23)n1 | i
CC(=O)c1ccc(NC(=O)Cn2nc(C(=O)Nc3ccc(C)cc3)ccc2=O)cc1 | i
Cc1nc(NCC2CCCO2)nc(N2CCOCC2)c1[N+](=O)[O-] (configuration not stated) | i
COc1ccc(N2C(=O)CCS2(=O)=O)cc1S(=O)(=O)Nc1ccc(C(C)C)cc1 | i
CCOc1ccc(-n2nnnc2CN2CCN(S(=O)(=O)c3cccs3)CC2)cc1 | i
CCn1ccnc1N1CCN(C(=O)c2ccc(OC)cc2)CC1 | i
Cn1nc(C(=O)N2Cc3nn(C(C)(C)C)c(-n4cccc4)c3C2)ccc1=O | i
Cc1ccc(S(=O)(=O)c2[nH]c(-c3ccccc3)nc2SCC(=O)NCC2CCCO2)cc1 (configuration not stated) | i
COc1ccc(C2CCN(C(=O)c3ccsc3)C2)cc1 (configuration not stated) | i
COc1ccc(S(=O)(=O)CC(=O)Nc2ccc3c(c2)C(=O)NC3=O)cc1 | i
COC1CCN(S(=O)(=O)c2ccc(F)c(Cl)c2)CC1 | i
CCCCC(=O)Nc1sc(SCC(N)=O)nc1-c1ccccc1 | i
CCOC(=O)c1csc(NC(=O)CCCn2nc(-c3ccc(F)cc3)ccc2=O)n1 | i
COCCCN1COc2ccc3c(=O)c(-c4ccccc4OC)c(C(F)(F)F)oc3c2C1 | i
CC(O)(CNC(=O)C1(c2ccc(Cl)cc2)CCCC1)c1ccc2c(c1)OCO2 (configuration not stated) | i
COc1ccc(NC(=O)c2ccc(=O)n(CC(=O)Nc3cc(C)cc(C)c3)n2)cc1 | i
CCS(=O)(=O)N1CCCc2cc(NC(=O)NCc3cccc4ccccc34)ccc21 | i
COc1ccc(CCNC(=O)CSc2ncc(CO)n2Cc2ccccc2)cc1OC | i

An excerpt of these results, with tabs.
Structure	GIRK2 act
CC(C)(C)NC(=O)C(=O)NCC1CCN(Cc2cccs2)CC1	i
COc1ccc(N2C(=O)NC3CC2(C)Oc2ccc(OC)cc23)cc1 (configuration not stated)	i

The listing continues:
SMILES | GIRK2 act
O=C(Cn1nc(-c2ccco2)c2sc(N3CCOCC3)nc2c1=O)NCc1ccc2c(c1)OCO2 | i
O=C(NCc1ccsc1)C(=O)Nc1ccc2c(c1)OCO2 | i
Cc1ccc(NC(=O)Cn2cc(-c3nc(-c4ccc(C)cc4)no3)c(=O)c3ccc(C)nc32)cc1 | i
Cn1c(=O)c2c(SCC(=O)Nc3nccs3)ccnc2n(C)c1=O | i
O=C(CSCc1ccccc1)NCC#CCN1CCc2ccccc2C1 | i
COc1cccc(OCC(=O)Nc2cc(C)ns2)c1 | i
Cc1ccc(CN2CCC3(CC2)NC(=O)N(Cc2ccc(C)cc2)C3=O)cc1 | i
COc1ccc(S(=O)(=O)CCCC(=O)Nc2nc3ccc4sc(C)nc4c3s2)cc1 | i
CS(=O)(=O)N1CCCc2ccc(NC(=O)C(=O)NCc3ccc4c(c3)OCO4)cc21 | i
Cc1c(C(=O)NCCOc2ccc(F)cc2)cccc1[N+](=O)[O-] | i

Next part, starting with the last two of the part before.
SMILES | GIRK2 act
CS(=O)(=O)N1CCCc2ccc(NC(=O)C(=O)NCc3ccc4c(c3)OCO4)cc21 | i
Cc1c(C(=O)NCCOc2ccc(F)cc2)cccc1[N+](=O)[O-] | i
CCOc1nn(CC)cc1-c1nnc(SCC(=O)N2CCCCCC2)n1CC | i
Cc1nc(-n2cccc2)sc1C(=O)N1CCN(C2CCCCC2)CC1 | i
O=C1C2N=NN(Cc3ccccc3)C2C(=O)N1c1ccc(F)c(F)c1 (configuration not stated) | i
COCC(=O)Nc1c2c(nn1CC(=O)NCC1CCCO1)CSC2 (configuration not stated) | i
Cc1c(Cl)cccc1S(=O)(=O)NCC(O)c1ccc(C(F)(F)F)cc1 (configuration not stated) | i
COCC(C)NC(=O)CN1C(=O)c2ccccc2S1(=O)=O (configuration not stated) | i
COc1ccccc1S(=O)(=O)NCC1CCN(Cc2cc(C)oc2C)CC1 | i
Cc1ccc2c(c1)N(C(=O)Cn1c(=O)n(Cc3ccccc3)c(=O)c3nscc31)CCO2 | i
COc1cccc(C(CNC(=O)C(=O)Nc2ccccc2[N+](=O)[O-])N2CCOCC2)c1 (configuration not stated) | i
O=C(NCC(O)(c1ccco1)C1CC1)c1ccccc1Br (configuration not stated) | i

The last 2 entries of the section before open the next one:
SMILES | GIRK2 act
COc1cccc(C(CNC(=O)C(=O)Nc2ccccc2[N+](=O)[O-])N2CCOCC2)c1 (configuration not stated) | i
O=C(NCC(O)(c1ccco1)C1CC1)c1ccccc1Br (configuration not stated) | i
Cc1nc(-c2cccs2)c(CCC(=O)Nc2ccc(Cl)cc2)s1 | i
O=C(Nc1ccc(N2CCCCC2=O)cc1)c1ccc([N+](=O)[O-])cc1 | i
O=C(NCc1cccs1)C(=O)NCC1CCN(C(=O)Oc2ccccc2)CC1 | i
COc1cccc(CNC(=O)C(=O)Nc2c(C(N)=O)oc3ccccc23)c1 | i
CC(O)(CNC(=O)C(=O)NCc1ccccc1Cl)c1ccccc1 (configuration not stated) | i
COCCN1CCCc2ccc(NS(=O)(=O)c3ccc(C)s3)cc21 | i
O=C(Nc1sc2ccccc2c(=O)c1-c1ccc2c(c1)OCO2)c1ccco1 | i
CCn1nnc2c(Nc3ccc(OC)c(OC)c3)ncnc21 | i
CN(C)CCCNC(=O)C(=O)Nc1c2c(nn1-c1cccc(Cl)c1)CSC2 | i
O=C(NCC(F)(F)F)C1CCN(C(=O)COc2ccccc2)CC1 | i
CC(C)Sc1ccc(CC(=O)NCC2CCN(c3ccccn3)CC2)cc1 | i
O=C(c1c(F)cccc1F)N(CCc1ccccc1)Cc1ccccn1 | i
CNC(=O)c1cccc(-c2noc(C3CN(C(=O)CSCc4ccccc4)C3)n2)c1 | i
CC1CS(=O)(=O)N(c2cccc(C(=O)NCc3ccccc3F)c2)C1=O (configuration not stated) | i
CC(C)(C)n1ncc2c(=O)n(NC(=O)c3ccccc3[N+](=O)[O-])cnc21 | i
O=C(Nc1cccc(N2CCCCC2=O)c1)Oc1ccccc1 | i
CS(=O)(=O)N1CCN(CCNC(=O)c2cnc3ccccc3n2)CC1 | i
O=S(=O)(c1ccc(F)cc1)N1CCN(Cc2nnnn2-c2ccccc2)CC1 | i
O=C(Nc1ccc(F)c([N+](=O)[O-])c1)c1ccc(=O)n(Cc2ccccc2F)c1 | i
COc1ccccc1CNC(=O)CSc1ccc(NC(=O)C2CC2)nn1 | i
